# KDM5B inhibitor: inhibitors of human KDM5B histone demethylase | KDM5B demethylase, FDH-coupled NADH fluorescence (FDH is formaldehyde dehydrogenase) | AID 1347165 | Potency, µM (highest dose often 57.7 µM), for inactives: at the top dose activity change, negative = inhibition, actives largely listed as inhibitors | Q9UGL1 | 2.6% of 220,000 active; active = well fitted inhibition curve with a large enough effect; inconclusive = small, poorly fitted or top-dose-only effect; inactive = no such curve, though single readings can be large or run the other way; also: 0% is about no effect; nearly all actives have a fitted effect of over 70% in size
# Target sequence (Q9UGL1 whole entry, looked up): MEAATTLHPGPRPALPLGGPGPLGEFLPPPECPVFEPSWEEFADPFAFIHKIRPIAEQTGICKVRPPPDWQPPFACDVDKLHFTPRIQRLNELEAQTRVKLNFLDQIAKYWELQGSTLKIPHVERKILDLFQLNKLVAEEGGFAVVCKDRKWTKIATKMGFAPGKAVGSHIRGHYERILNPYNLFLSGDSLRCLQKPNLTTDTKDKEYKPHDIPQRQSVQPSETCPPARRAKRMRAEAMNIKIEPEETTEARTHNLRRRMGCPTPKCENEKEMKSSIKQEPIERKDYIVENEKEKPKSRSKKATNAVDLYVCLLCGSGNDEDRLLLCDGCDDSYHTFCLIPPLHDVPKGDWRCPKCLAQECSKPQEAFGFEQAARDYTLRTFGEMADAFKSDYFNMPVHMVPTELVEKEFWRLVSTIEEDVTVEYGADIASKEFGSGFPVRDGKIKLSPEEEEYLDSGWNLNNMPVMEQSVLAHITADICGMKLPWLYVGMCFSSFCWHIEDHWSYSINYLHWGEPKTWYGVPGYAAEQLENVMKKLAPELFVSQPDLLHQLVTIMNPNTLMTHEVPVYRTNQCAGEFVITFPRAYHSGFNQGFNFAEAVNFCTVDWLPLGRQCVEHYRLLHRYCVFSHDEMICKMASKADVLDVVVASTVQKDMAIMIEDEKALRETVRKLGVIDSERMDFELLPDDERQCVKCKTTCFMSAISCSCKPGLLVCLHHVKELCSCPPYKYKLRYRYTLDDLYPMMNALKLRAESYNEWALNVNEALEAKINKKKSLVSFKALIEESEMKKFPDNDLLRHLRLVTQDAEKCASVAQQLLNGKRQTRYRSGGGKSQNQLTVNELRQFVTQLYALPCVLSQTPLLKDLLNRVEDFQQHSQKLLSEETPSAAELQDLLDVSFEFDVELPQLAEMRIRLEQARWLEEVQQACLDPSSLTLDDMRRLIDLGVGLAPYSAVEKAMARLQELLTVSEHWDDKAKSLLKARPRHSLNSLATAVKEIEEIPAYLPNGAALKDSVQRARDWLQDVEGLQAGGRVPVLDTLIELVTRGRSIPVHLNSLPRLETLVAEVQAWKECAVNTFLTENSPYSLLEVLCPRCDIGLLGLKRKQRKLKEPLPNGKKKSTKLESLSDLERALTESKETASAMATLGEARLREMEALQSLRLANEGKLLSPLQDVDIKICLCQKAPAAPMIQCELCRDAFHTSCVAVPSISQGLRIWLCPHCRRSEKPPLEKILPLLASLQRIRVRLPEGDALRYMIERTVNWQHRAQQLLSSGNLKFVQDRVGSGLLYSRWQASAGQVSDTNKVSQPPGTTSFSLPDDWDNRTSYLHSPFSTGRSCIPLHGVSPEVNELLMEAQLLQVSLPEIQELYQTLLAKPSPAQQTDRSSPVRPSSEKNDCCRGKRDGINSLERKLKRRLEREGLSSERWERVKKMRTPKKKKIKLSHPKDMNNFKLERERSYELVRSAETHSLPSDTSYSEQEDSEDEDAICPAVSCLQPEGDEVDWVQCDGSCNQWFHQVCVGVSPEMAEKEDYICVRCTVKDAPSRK
#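 Here, H3K4me3 peptide (12.5 µM in substrate mix) is demethylated by KDM5BΔAP, 200 nM final, after 10 min compound exposure. Formaldehyde product is coupled through FDH (0.25 U/mL in mix) to NADH fluorescence; 30-min ΔRFU feeds dose-response curves.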
# Numbers without * were called inactive; ? = inconclusive; [ ] = remark or other dose. Potency is read from the fitted curve at half-maximal effect. These rows are one share of the data; the hit share may differ from the screen's.
SMILES,KDM5B inhibitor
O=C(c1cc(F)ccc1F)C1CCN(CCc2ccncc2)CC1,-9%
O=C(Cc1noc(C(=O)NC2CCCCC2)n1)Nc1cccc2ncccc12,?
Cc1cccc(CC(=O)N2C[C@@H](Oc3ccccc3)C[C@@H]2C(=O)N2CCOCC2)c1,-13%
CCC(C)NC(=O)C1CCN(S(=O)(=O)c2ccc3c(ccn3CC)c2)CC1 (stereo unspecified),?
O/N=C1\CCCc2c1nc(-c1ccccc1F)n2O,47%[activator]
O=C(Cc1ccc(F)cc1)N1CCC[C@H]1c1nc(-c2ccc(F)cc2)no1,14%
CCOC(=O)C(=O)Nc1ccc(C(N)=O)cc1,11%
CN(C)C(=O)CN(C)c1ncnc2sc3c(c12)CCC3,-12%
Cc1nn(-c2ccc(N3CCCC3)nn2)c(C)c1CCC(=O)NCCc1ccco1,1%
CCNC(=O)CNc1nc(C(F)(F)F)nc2ccccc12,3%
COc1ccc(-c2cnc3[nH]cc(CC(=O)Nc4cccnc4)c3c2)cc1,40µM*
CCN(CC(=O)Nc1ccc2c(c1)OCCO2)Cc1cc(=O)oc2c(C)c(C)ccc12,1%
Cc1[nH]n(-c2ccccc2)c(=O)c1C=NCc1ccncc1,?
CCOC(=O)c1ccc(OCC2CCCO2)cc1 (stereo unspecified),-1%
CCCCC(CC)C(=O)NCCCCCCCCNC(=O)C(CC)CCCC (stereo unspecified),-7%
CN1CCC(N2CC[C@H](c3nc4ccccc4[nH]3)C2)CC1,-22%[115 µM]
O=C(Nc1ccc(F)cc1F)c1cc(-c2ccc(Cl)cc2)on1,-17%
CCCN1CCN(C(=O)c2c(C)oc3c2CN(Cc2cccc(F)c2)CC3)CC1,?
Cc1c(CC(=O)N2CCC(C#N)CC2)c2c(n1Cc1ccccc1)CCCC2=O,-27%
C[C@@H](NC(=O)N1CCC2(CCC(=O)N(CCO)C2)CC1)c1ccccc1,-14%

# Shown as a hit in KDM5B inhibitor (from the list above):
SMILES,KDM5B inhibitor
COc1ccc(-c2cnc3[nH]cc(CC(=O)Nc4cccnc4)c3c2)cc1,40µM*

# Additional compounds.
SMILES,KDM5B inhibitor
COC(=O)C1=CN(CC(=O)NCc2ccccc2F)S(=O)(=O)N=C1C,-2%
Cc1cccc(NC(=O)CSc2nnc3[nH]c(=O)cc(-c4ccccc4)n23)c1C,?
CCCNC(=O)N(C1CCOCC1)C1CCN(C(=O)c2cccs2)CC1,32%[activator]
Cc1ccc(SCC(=O)NC(C)(C#N)C2CC2)cc1C (stereo unspecified),22%
COc1ccc(-c2nn(-c3cc(C)ccc3C)c(OC(C)=O)c2-c2ccc(NC(C)=O)cc2)c(OC)c1,?
Cc1ccc(N(C)S(=O)(=O)c2cccc(C(=O)N3CCN(Cc4ccccc4)CC3)c2)cc1,-11%
Cc1ccc(-c2cnc(SCC(=O)Nc3ccc(F)cc3)o2)cc1C,-16%
O=C(COCC1CCCCO1)N1CCn2nc(Cc3ccccc3)cc2C1 (stereo unspecified),-18%
COc1cc(OC)c(NC(=O)C(Cc2ccccc2)NS(=O)(=O)c2cccc3nsnc23)cc1Cl (stereo unspecified),-11%
CCNC(=O)N[C@H]1CC[C@]2(C)CC[C@@H]([C@H](C)C(=O)NCc3ccccc3)[C@H](O)[C@H]2[C@@H]1C,30%[86.2 µM]
COCc1nc(-c2ccc3c(c2)OCCCO3)cs1,17%
COc1cc(OC)cc(C(NC(=O)Cc2n[nH]c(=O)c3ccccc23)c2nccn2C)c1 (stereo unspecified),-16%
CN(CCO)C(=O)C(c1ccccc1)c1ccccc1,36%
Cc1cccn2c(=O)cc(CSc3nnc(NC(=O)c4ccc(F)cc4)s3)nc12,10%
CCc1ccc(/C=C(\C#N)C(=O)Nc2sc(C(=O)N(C)C)c(C)c2C#N)s1,-3%
CC(=O)c1ccc(NC(=O)COc2ccccc2-c2nc(C(C)C)no2)cc1,1%
Cc1cccc(N2Cc3c(NCCCOC(C)C)ncnc3N(C)CC2=O)c1,?
c1cnc2nc(C3CCCCN3)[nH]c2c1 (stereo unspecified),?
O=C(Nc1ccc(Cl)cc1)N(Cc1cccc(O)c1)C1CCC(O)CC1 (stereo unspecified),-10%
CCNc1c(NC(=O)Nc2ccccc2C(F)(F)F)c(=O)oc2ccccc12,5%
COc1ccc(CN2CC3(CCN(C(=O)Nc4cccc(C)c4)CC3)C2=O)cc1,41%
O=C(O)c1cnc(/C=C/c2cc(Cl)c3c(c2)OCCCO3)s1,?
COCCN1CC(CO)C2(CCN(C(=O)c3ccc4ncccc4c3)CC2)C1 (stereo unspecified),?
CN(C)C(=O)c1cccnc1OC1CCN(S(=O)(=O)c2ccc(F)c(Cl)c2)C1 (stereo unspecified),19%
CSc1cccc(NC(=O)/C=C/c2cccc(F)c2)c1,0%
O=C(CN1C(=O)C2CCCCN2c2ccc(C(=O)N3CCCC3)cc21)NCc1ccccc1F (stereo unspecified),-21%
COc1ccc(CC(=O)N2CCCN(c3nc4ncccc4o3)CC2)cc1,-39%
CC1Oc2ccc(NC(=O)CC(C)(C)C)cc2CN(Cc2ccccc2F)C1=O (stereo unspecified),4%
CC1CCC(NC(=O)c2cc(-c3ccc[nH]3)n[nH]2)CC1 (stereo unspecified),-12%
CCc1nn(-c2ccc(OC)cc2)c(Oc2cccc(F)c2)c1CCC(=O)N(CC)CC,-3%
COc1cccc(C2(CC#N)CCOC(C)(C)C2)c1 (stereo unspecified),27%
N#Cc1ccc(C(=O)NC2CCN(C(=O)N3CC4CC(C3)[C@H]3CCCC(=O)N3C4)CC2)cc1 (stereo partly specified),4%
Cc1ccc(C)c(S(=O)(=O)c2cn(Cc3ccccc3)c3cc(F)c(F)cc3c2=O)c1,10%
CCC(=O)N1CCc2cc(S(=O)(=O)NCCC(=O)Nc3cccc(C)c3C)ccc21,-10%
O=[S+]([O-])(c1ccccc1)N1Cc2ccccc2CC2(CCCN2Cc2ccncc2)C1 (stereo unspecified),?
O=C(Cn1cc(S(=O)(=O)c2ccc(Cl)cc2)c(=O)c2ccccc21)Nc1ccc2c(c1)OCO2,-26%
O=C(CCc1ncc(-c2ccc(Cl)cc2)o1)Nc1ccccc1O,-19%
COc1ccccc1C(=O)Nc1c(C(=O)N(C)Cc2ccccc2)sc2nc(C)c(Cl)c(C)c12,?
CN(CC(=O)Nc1ccccc1C(F)(F)F)C(=O)CSc1nccn1-c1cccc(F)c1,-8%
Cc1cccc(C(C)C)c1NC(=O)CSc1ncnc2ccccc12,-12%

# Overlap with the part before: two entries; new compounds follow.
SMILES,KDM5B inhibitor
CN(CC(=O)Nc1ccccc1C(F)(F)F)C(=O)CSc1nccn1-c1cccc(F)c1,-8%
Cc1cccc(C(C)C)c1NC(=O)CSc1ncnc2ccccc12,-12%
N#CCc1c(C#N)c(N)nc(NCc2ccccc2)c1C#N,?
CN(C)C(=O)c1cc2c(s1)CCC(C(=O)NCc1ccncc1)C2 (stereo unspecified),1%
Cc1cc(C)c(CNC(=O)[C@H]2CNC[C@@H](C(=O)N3CCCC3)C2)cn1,-14%
CC(OC(=O)c1csc(NCc2ccccc2)n1)C(=O)N1CCNC1=O (stereo unspecified),-9%
CC(C)CC(=O)N1C[C@@H](Oc2cccnc2)C[C@H]1C(=O)NC1CC1,-17%
Cc1cc(C(=O)COC(=O)c2ccco2)c(C)n1Cc1ccccc1,-13%
CCN1CCC(N2CC[C@@H]3C(=O)NCCCCCCN(Cc4ccncc4)[C@@H]3C2)CC1,?
CCc1ccccc1NC(=O)CCn1nc(C)c2c(C)n(-c3ccccc3)nc2c1=O,4%
Cc1ccc(-c2nc3ccc(Cl)cn3c2Nc2ccc3c(c2)OCCO3)o1,?
O=C(OCc1cccc(Br)c1)c1cccc(O)c1,2%
CC(NC(=O)c1cc(-c2ccco2)nc2ccccc12)c1ccccc1 (stereo unspecified),?
CC(=O)Nc1ccc(/C=C/C(=O)C23CC4CC(CC(C4)C2)C3)cc1,16%
CC(C)c1ccc(S(=O)(=O)NCC(c2cccs2)N(C)C)cc1 (stereo unspecified),17%
Cc1cc(C)cc(C2(CNC(=O)C3CC4(CCNCC4)CN3)CCCC2)c1 (stereo unspecified),8%
CCn1c(C(=O)N2CCCC(C(=O)NCCCOC)C2)cc2sccc21 (stereo unspecified),-4%
CC(C)C(NC(=O)C1CCCCC1C)C(=O)O (stereo unspecified),18%
Cc1noc(C)c1CCC(=O)NC1CCCc2c1[nH]c1c(Cl)cccc21 (stereo unspecified),-18%
O=C1[C@@H]2C[C@@H](CN2Cc2cnc3ccccc3c2)Oc2ccccc2N1CC1CC1,45µM*
CCc1cccc2c(C(=O)O)c[nH]c12,-2%
OC1(c2csc(CN3CCc4ccccc4C3)n2)CCN(C2CCC2)CC1,?
Cc1ccc(Sc2oc(/C=C(/C#N)c3nc4ccccc4[nH]3)cc2Br)cc1,9%
CCN1c2ccccc2-c2nc(SCC(=O)Nc3cc(C)c(Cl)cc3OC)ncc2S1(=O)=O,-30%
C=CCNc1nc(C(=O)OCc2cccc(F)c2F)cs1,2%
O=C(Nc1cccc(C(F)(F)F)c1)c1cc(N2CCCCS2(=O)=O)ccc1Cl,-15%
CC(=O)c1ccc(C(=O)N2CCN(C(c3ccc(F)cc3)c3ccc(F)cc3)CC2)s1,-1%
N/C(=N\OC(=O)c1cccc(Cn2cc(C(F)(F)F)ccc2=O)c1)c1ccc(Cl)cc1,-7%
COc1ccc(-c2nnc(SCc3csc(Nc4ccccc4)n3)o2)cc1OC,47%[activator]
O=C(Nc1ccccc1C(F)(F)F)N1CCC(CN2CCc3ccccc3C2)CC1,-21%
Cc1ccc(CNCc2ccco2)cc1,17%
O=C1Nc2ccc(/C=C/c3ccccc3)cc2C(=O)N2CC[C@H](NS(=O)(=O)c3cccs3)[C@@H]12,32µM*
COc1cc(C(=O)OCc2ccccc2C#N)ccc1C,9%
CCOC(=O)C1CCN(C(=O)c2ccc(N3CCCC3=O)cc2)CC1,17%
COC(=O)c1ccc(CN(C)CC2CC2)cc1,13%
CC(C)(Oc1nn(Cc2cccc(Cl)c2)c2ccccc12)C(=O)N1CC(O)C1,?
CCCOc1ccc(C(=O)NC2CCCCNC2=O)cc1OCC (stereo unspecified),40%[activator]
CC(C)CNC(=O)c1nc(-c2ccc3cc[nH]c3c2)no1,-13%
COc1ccc2oc(=O)cc(CN3CCN(Cc4ccccc4)CC3)c2c1,?
Cc1noc2c(N(C)C)cc(-c3ccc(Cl)cc3)nc12,?
CNC(=S)N/N=C/c1ccco1,-1%
Cc1ccc(-n2nc(C(=O)Nc3ccc(C)c(F)c3)c3c4ccccc4n(C)c3c2=O)cc1,-20%

# Four entries from above, with each value named.
N#CCc1c(C#N)c(N)nc(NCc2ccccc2)c1C#N
  KDM5B inhibitor: ?

CN(C)C(=O)c1cc2c(s1)CCC(C(=O)NCc1ccncc1)C2 (stereo unspecified)
  KDM5B inhibitor: 1%

Cc1cc(C)c(CNC(=O)[C@H]2CNC[C@@H](C(=O)N3CCCC3)C2)cn1
  KDM5B inhibitor: -14%

CC(OC(=O)c1csc(NCc2ccccc2)n1)C(=O)N1CCNC1=O (stereo unspecified)
  KDM5B inhibitor: -9%

# Further records follow:
SMILES,KDM5B inhibitor
COc1cc(C2CC(=O)Nc3c2c(=O)n(C)c(=O)n3C)cc(OC)c1OC (stereo unspecified),16%
Fc1cccc(-n2cc(CN3CCCC4(CCOC4)C3)cn2)c1 (stereo unspecified),-19%
O=C(CCc1c[nH]c2ccccc12)NCc1ccc(Cl)cc1,11%
O=C(NCC(c1ccc2c(c1)OCO2)N1CCOCC1)C(=O)Nc1cccc(Cl)c1 (stereo unspecified),-6%
COCc1nc(CCNC(=O)c2sc(C)nc2C)no1,-9%
CN1CCN([C@@H]2[C@H](O)[C@H](CO)O[C@@H]2CNS(=O)(=O)c2cccs2)CC1,-28%
CC(C)c1nc2c(c(-c3ccc(Cl)cc3)n1)CCN([S+](=O)([O-])c1cccc(C(F)(F)F)c1)CC2,6%[115 µM]
COCCN(CCOC)CC[C@@H]1CC[C@H](O)[C@@H](C(=O)NCc2ccc(OC)cc2)O1,-19%[86.2 µM]
COc1ccc(-c2cc(C[C@@H]3CC[C@H](O)[C@@H](CNC4CCN(C)CC4)O3)no2)cc1,36%[activator][86.2 µM]
O=C(Cn1cccc(C(F)(F)F)c1=O)Nc1cccc(OC(F)(F)F)c1,-8%
Cc1ccc(NC(=O)N2CCc3c(c4ccccc4n3CC3CC3)C2)cc1,22µM*
O=C(CCC(F)(F)F)NC1CC(=O)N(Cc2ccccc2Cl)C1 (stereo unspecified),-6%
CCOc1ccc2c(c1)cc(C(=O)Nc1ccccc1OC)n2C,17%
Cc1cccc(CNC(=O)c2cc3c(N(C)Cc4ccccc4)nc(C)cn3n2)c1,25µM*
CSc1ccc(-c2c/c(=N\c3nc(-c4ccccc4)c(C)s3)c3ccccc3o2)cc1,-8%
CCCCNC(=O)CN1C(=O)COc2ccc(S(=O)(=O)N3CCCCCC3)cc21,-8%
Cc1cccc(NS(=O)(=O)c2ccc(C(=O)NCC(c3ccccc3)N(C)C)cc2)c1C (stereo unspecified),9%

# Copied from the entries so far for reference:
SMILES,KDM5B inhibitor
COCc1nc(CCNC(=O)c2sc(C)nc2C)no1,-9%
CN1CCN([C@@H]2[C@H](O)[C@H](CO)O[C@@H]2CNS(=O)(=O)c2cccs2)CC1,-28%
CC(C)c1nc2c(c(-c3ccc(Cl)cc3)n1)CCN([S+](=O)([O-])c1cccc(C(F)(F)F)c1)CC2,6%[115 µM]
COCCN(CCOC)CC[C@@H]1CC[C@H](O)[C@@H](C(=O)NCc2ccc(OC)cc2)O1,-19%[86.2 µM]
COc1ccc(-c2cc(C[C@@H]3CC[C@H](O)[C@@H](CNC4CCN(C)CC4)O3)no2)cc1,36%[activator][86.2 µM]
O=C(Cn1cccc(C(F)(F)F)c1=O)Nc1cccc(OC(F)(F)F)c1,-8%

# High-throughput results deposited in PubChem by National Center for Advancing Translational Sciences (NCATS).
